LYP inhibition – PTPN22 lymphoid phosphatase activity blockers – biochemical, fluorescence intensity, uHTS (AID 1779); inhibition, % at 11.5 µM; hits with a dose series show IC50 in µM; 290,000 compounds, 0.054% hits; recombinant LYP phosphatase, fluorescence intensity; higher % means a stronger effect; in the data active = inhibition above about 50%;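 note: plate controls were vehicle with enzyme for no effect and no enzyme for full effect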
SIAH1 antagonists – blockers of Siah-1 interaction with plectin peptide – biochemical, fluorescence polarization, rhodamine-plectin, uHTS, primary screen (AID 1817) | Siah-1 / rhodamine-plectin peptide fluorescence polarization; higher % means a stronger effect | one-dose displacement, % at 20 µM; IC50 in µM for titrated hits | 290,000 compounds, 0.02% hits;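 active = displacement of at least 50% at 20 µM, with a fluorescence ratio check between 0.3 and a set limit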;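 note: plate controls were Siah plus tracer with DMSO for no effect and tracer alone without Siah for full effect; strong numbers were not always called active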
GPR55 LPI antagonism – inhibition of LPI-stimulated GPR55 beta-arrestin translocation – imaging, U2OS, beta-arrestin-GFP, LPI agonist, primary screen (AID 2013) | U2OS GPR55 beta-arrestin-GFP translocation imaging, LPI antagonism; higher % means a stronger effect | inhibition, % at 10 µM; hits with a dose series show IC50 in µM | 290,000 compounds, 0.13% hits;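 active = spots per cell inhibited over 60%, with over 100 cells counted and total cytoplasm intensity under 500,000; inconclusive = wells with under 100 cells, flagged as likely toxic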;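 note: U2OS cells stably carrying GPR55 and arrestin-GFP stimulated by 5 µM LPI near EC80; imaged beta-arrestin-GFP aggregate spots per cell after agonist stimulation; plate controls were LPI-stimulated DMSO wells for no effect and DMSO wells without LPI for full effect; some results filed as inactive read as strong as hits; confirmed hits need IC50 under 10 µM and bright autofluorescent wells are also inconclusive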
NTR1 agonist – NTR1-driven beta-arrestin-GFP spot formation – imaging, U2OS cells, high content, primary screen (AID 493036); agonist mode; activation, % at 20 µM; 330,000 compounds, 0.17% hits; P30989;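 active = activation at or above 40% of the spot to cytoplasm intensity ratio, with at least 20 cells analyzed; inconclusive = wells under 20 cells, flagged as cytotoxic or low count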;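 note: 0% = DMSO without peptide and 100% = 100 nM NTR1 peptide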
Target sequence (P30989 whole entry, looked up): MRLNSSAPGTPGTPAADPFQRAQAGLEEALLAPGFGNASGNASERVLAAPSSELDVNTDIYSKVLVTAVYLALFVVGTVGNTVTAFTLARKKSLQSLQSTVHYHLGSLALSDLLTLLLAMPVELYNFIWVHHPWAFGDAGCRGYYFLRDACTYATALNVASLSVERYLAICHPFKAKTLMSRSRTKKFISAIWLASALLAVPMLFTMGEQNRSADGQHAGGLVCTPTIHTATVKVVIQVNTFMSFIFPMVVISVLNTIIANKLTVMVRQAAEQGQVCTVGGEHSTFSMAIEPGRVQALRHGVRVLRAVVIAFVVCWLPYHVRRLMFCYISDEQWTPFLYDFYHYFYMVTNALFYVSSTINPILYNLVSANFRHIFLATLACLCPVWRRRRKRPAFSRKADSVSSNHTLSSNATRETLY
MgcRacGAP inhibition – MgcRacGAP GTPase-activating activity inhibitors, confirmation, biochemical, ADP Hunter fluorescence | MgcRacGAP-stimulated Rac1 GTP hydrolysis, ADP Hunter fluorescence; higher % means a stronger effect; GST-tagged Rac1 F28L mutant substrate | inhibition, % at 30 µM; hits with a dose series show IC50 in µM | 340,000 compounds, 0.6% hits | AID 624330;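 active = first-screen hits whose inhibition reached a set limit at any dose in the follow-up dose series; inconclusive = inhibition above the set first-screen limit but never retested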;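 note: fluorescence reports GDP produced by GAP-driven GTP hydrolysis; strong numbers were not always called active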
PhoP inhibition – PhoP-dependent GFP reporter repression – Salmonella Typhimurium, primary screen (AID 1863) | S. Typhimurium PhoP-regulated promoter GFP reporter, 4 h; higher % means a stronger effect | inhibition, % at 50 µM, or IC50 in µM where a hit was titrated | 300,000 compounds, 0.16% hits;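 active = inhibition over 29.93%, a cutoff 3 SD above the screen mean, later confirmed by dose response; inconclusive = inhibition over 29.93% but no dose response follow-up; inactive = inhibition at most 29.93% or unconfirmed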;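 note: 0% = low Mg2+ inducing control and 100% = high Mg2+ repressing control; strong numbers were not always called active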
GPR35 antagonists – GPR35 antagonists blocking zaprinast-driven arrestin recruitment, primary screen, imaging, U2OS, beta-arrestin-GFP, zaprinast agonist (AID 2058). 290,000 compounds, 0.052% hits. inhibition, % at 10 µM; hits with a dose series show IC50 in µM. U2OS GPR35 beta-arrestin-GFP translocation imaging, zaprinast antagonism; higher % means a stronger effect;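 active = inhibition of at least 50% with at least 30 cells and total cytoplasm GFP at most 10,000,000; inconclusive = under 30 cells or total GFP of 10,000,000 plus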
HIV peptide binding – inhibitors of HIV fusion peptide binding, primary screen, biochemical, uHTS, fluorescence dequenching (AID 1986); cell-free peptide binding, fluorescence dequenching, 30 min; higher % means a stronger effect; inhibition, % at 20 µM, or IC50 in µM where a hit was titrated; 290,000 compounds, 0.3% hits; in the data active = inhibition mostly above about 52%, no sharp cut-off; inactive = mostly below about 76%; note: some results filed as inactive read as strong as hits
Myeloid diff MLP – promotes myeloid progenitor differentiation; calls only at 10 µM; ER-HoxA9 myeloid progenitors, lysozyme-GFP differentiation, flow cytometry; 360,000 compounds, 1% hits;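 active = normalized GFP-positive differentiation at or above the plate's own cutoff, the solvent-only control mean plus 3 SD; inconclusive = no clear call, values can overlap the other calls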;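 note: cells exposed to compound for four days before flow analysis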
NTR1 agonist cell count 20 µM – recorded beside NTR1 agonist, whose call it bears; cell count; measured here: cell count, cytotoxicity flag
Myeloid diff MLP GFP+ MAC1+ % – second read-out of Myeloid diff MLP, no call of its own (marks repeat the call); GFP+ MAC1+ double positive, %; measured here: differentiation confirmed by MAC1 staining
The depositor's hits bear a star; i = inactive; ? = inconclusive; . = no result given.

SMILES | LYP inhibition | SIAH1 antagonists | GPR55 LPI antagonism | NTR1 agonist | NTR1 agonist cell count 20 µM | MgcRacGAP inhibition | PhoP inhibition | GPR35 antagonists | HIV peptide binding | Myeloid diff MLP | Myeloid diff MLP GFP+ MAC1+ %
O=C(NCC1CCCO1)C(c1cccs1)N(Cc1cccs1)C(=O)Cn1nnc(-c2cccs2)n1 (centres undefined) | 0% | 10% | 12% | -2.6 | 95 | -2% | -1% | 5% | 0.8% | i | 1.2
CCOC(=O)c1ccccc1NC1c2ccccc2C(=O)N1c1cc(C)ccn1 (centres undefined) | 3% | 0% | 3% | 7.1 | 55 | 10% | 14% | 2% | 2.4% | i | 3.7
CCOc1ccc(N(CC(=O)NCc2ccc(Cl)cc2)S(=O)(=O)c2c(C)noc2C)cc1 | -4% | 1% | -4% | 2.3 | 78 | 8% | -3% | 5% | -1.9% | i | 2.3
COc1cc(Cl)cc(C2NC(=O)NC(C)=C2C(C)=O)c1OCC(=O)O (centres undefined) | -5% | 1% | -9% | -0.4 | 44 | 2% | -7% | 4% | -2.6% | i | 9.0
CCC(=O)Nc1sc2c(c1C(=O)N(C)C)CCCCC2 | -3% | 4% | 7% | 4.9 | 49 | 8% | 1% | -14% | 2.1% | i | 1.0
COc1ccc(-n2nnnc2/C=C\Nc2ccccc2C(=O)c2ccccc2)cc1 | -1% | -4% | 1% | -1.9 | 70 | 4% | -1% | 12% | -4.1% | . | .
CC(C)Nc1nc(NC(C)C)nc(N(C#N)C(C)C(=O)N(C)C)n1 (centres undefined) | -11% | 2% | 7% | . | . | . | 8% | -4% | -1.1% | . | .
CCOC(=O)N1CCN(C(=S)NC(=O)c2cc(Br)ccc2Cl)CC1 | 4% | 4% | -25% | 0.1 | 48 | 4% | 0% | -11% | 0.6% | i | 0.2
CCCCC(=O)Nc1ccc(NC(=O)c2ccccc2OC)cn1 | -3% | -4% | 0% | -2.1 | 51 | 10% | 3% | 1% | -0.8% | i | 0.7
O=C(Nc1ccc2c(c1)OCCO2)c1ccc(Br)c(S(=O)(=O)N2CCOCC2)c1 | -8% | 0% | -4% | . | . | -5% | 1% | -3% | -1.7% | i | 1.7
CC1Cc2cc(C3(O)C(=O)c4ccccc4C3=O)ccc2N1 (centres undefined) | 6% | 0% | 0% | 1.0 | 54 | 14% | 15% | -1% | 1.4% | i | 8.8
CC(=O)c1ccc(S(=O)(=O)Nc2ccc(C(=O)NCC(c3ccccc3)N(C)C)cc2)cc1 (centres undefined) | -1% | -7% | -6% | 1.5 | 46 | 0% | 3% | 9% | -1.0% | i | 1.1
O=C(Nc1ccncc1)Nc1ccccc1Cl | -12% | -2% | 16% | 0.8 | 48 | 9% | -2% | -13% | -1.6% | i | 0.9
COc1ccccc1C(=O)NCCc1c(C)[nH]c2c(C)ccc(F)c12 | -2% | 5% | -1% | 1.4 | 54 | 6% | -7% | 1% | -1.4% | i | 0.6
O=C(Nc1ccc(OCc2ccccc2)cc1)c1cccnc1 | -12% | 1% | -14% | 0.7 | 53 | 2% | 5% | 24% | 9.1% | i | 5.5
O=C(O)CSc1c(-c2ccccc2)[nH]c2ccccc12 | -6% | -7% | 8% | -1.3 | 73 | 14% | -19% | 2% | 0.2% | i | 0.4
Cc1ccc(OCc2cc(C(=O)N(C)CCc3ccccc3)no2)cc1C | -8% | -1% | -29% | 3.3 | 64 | 5% | 0% | 2% | -0.1% | i | 0.8
CN(C(=O)Cn1c(Cl)nc2c1c(=O)n(C)c(=O)n2C)C1CCS(=O)(=O)C1 (centres undefined) | . | . | . | -0.4 | 70 | 11% | 2% | . | . | i | 1.1
CCNC(=O)c1ccccc1CCc1ccccc1 | -14% | -6% | -4% | -0.5 | 63 | 1% | -2% | -3% | 0.5% | i | 0.2
CC(CN1CCOCC1)OC(=O)c1ccccc1Cl (centres undefined) | 0% | 1% | 10% | -0.4 | 52 | 4% | -3% | -12% | 2.3% | i | 0.5
O=C(NCC1CC1)c1onc(CSc2ccccc2)c1C(=O)NCC1CC1 | . | . | . | 2.6 | 100 | 4% | 6% | . | . | i | 0.8
COc1ccc(NC(=O)CSc2ccc(-c3sc(C)nc3C)nn2)cc1 | -7% | 1% | 14% | 1.4 | 58 | 10% | 3% | 8% | 0.8% | i | 1.7
O=C(Nc1ccc(N2CCOCC2)c(C(=O)O)c1)c1ccco1 | -6% | -4% | -8% | . | . | . | 1% | 13% | 3.2% | . | .
Cc1ccc(-c2sc(C)nc2CC(=O)O)cc1 | 1% | -3% | -2% | 1.4 | 62 | 14% | -30% | -7% | 1.0% | i | 0.0
CCCc1ccc2oc(C(=O)N(Cc3nccn3C)C(C)C)c(C)c2c1 | -9% | 12% | 16% | 2.4 | 57 | -7% | 0% | 10% | -0.2% | i | 2.4
O=C(Nc1ncc2c(n1)-c1ccccc1CC2)c1cccc(Cl)c1 | -1% | 4% | -6% | -0.6 | 92 | 9% | 1% | 1% | 0.0% | i | 2.1
Cc1ccccc1C(=O)Nc1ccc(S(=O)(=O)N2CCOCC2)cc1 | -5% | 5% | 14% | -0.4 | 67 | 8% | -4% | -1% | -1.6% | i | 0.4
CCOc1ccc(NC(=O)CN(C)CC(=O)Nc2ccc(F)c(F)c2F)cc1OCC | -6% | 5% | 8% | 0.6 | 65 | 4% | -1% | 7% | -0.1% | i | 0.2
CC(Cc1cccs1)NC(=O)Nc1ccc(Cl)c(Cl)c1 (centres undefined) | 1% | -1% | -3% | 2.8 | 74 | 8% | 2% | -9% | -1.8% | i | 0.5
O=C(NCCc1ccccc1)c1cnc(Cl)c(Cl)c1 | -8% | -1% | 8% | 1.4 | 87 | . | 2% | 6% | -0.1% | i | 0.1
Cc1ccccc1COc1ccc(/C(O)=C2/C(=O)C(=O)N(CCCn3ccnc3)C2c2ccco2)cc1 (centres undefined) | -7% | 0% | -3% | -0.9 | 79 | 15% | . | 2% | -1.0% | i | 5.1
Cc1ccc(-c2ocnc2C(=O)Nc2ccccc2C(=O)N2CCCC2)cc1 | -1% | 1% | 0% | -0.2 | 49 | 8% | -5% | -10% | -0.8% | i | 1.0
O=C(NC1CCCCCC1)C1CCN(S(=O)(=O)c2cccc3cccnc23)CC1 | -6% | -1% | 14% | 0.3 | 63 | -2% | 4% | 15% | -1.8% | i | 2.8
O=S(=O)(c1ccccc1)N(CC(O)CN1CCOCC1)c1ccccc1 (centres undefined) | -9% | -4% | -3% | -1.6 | 51 | 9% | -5% | 6% | 0.8% | i | 1.3
CCCNC(=O)c1ccc(N(Cc2ccccc2)S(C)(=O)=O)cc1 | -6% | 0% | 4% | -0.6 | 53 | 3% | 12% | -1% | -1.7% | i | 0.8
O=C(CSc1nnc(-c2cccc(S(=O)(=O)N3CCCC3)c2)n1-c1ccccc1)Nc1ccc(C(=O)O)cc1 | 1% | 8% | -13% | -1.1 | 42 | 5% | -7% | -20% | -0.4% | i | 0.1
CCc1noc(C)c1C(=O)N1CCCSC1=Nc1ccccc1 | . | . | . | 0.6 | 64 | 1% | -3% | . | . | i | 0.8
COc1ccc(C(=O)NCCCSc2ccccc2)cc1F | -4% | 6% | 2% | 0.7 | 50 | 6% | 6% | 0% | -1.9% | i | 2.6
COc1ccc(C(=O)Nc2ccc(-c3nnn(CC(=O)N4CCN(C(=O)c5ccco5)CC4)n3)cc2)cc1 | -7% | 11% | 11% | -0.8 | 83 | 3% | -1% | -6% | -0.6% | i | 0.3
CCOP(=O)(O)c1cccc(OCCOCCOc2cccc(P(=O)(O)OCC)c2)c1 | -5% | 2% | 3% | -0.4 | 33 | 9% | 7% | 11% | 1.0% | i | 0.2
CCOc1ccc(CN2CCN(Cc3cccn3-c3cccnc3)CC2CCO)cc1 (centres undefined) | -1% | 6% | 11% | 0.2 | 80 | 12% | -3% | 14% | -1.0% | i | 0.4
Cc1[nH]c2ccccc2c1-c1nc2ccccc2[nH]c1=O | -8% | 9% | 10% | 0.8 | 58 | 9% | 2% | 8% | -0.2% | i | 0.2
O=C(O)CCC(=O)N1N=C(c2cccs2)CC1c1cn(-c2ccccc2)nc1-c1ccccc1 (centres undefined) | 2% | 1% | 2% | 1.1 | 55 | 4% | -7% | 8% | 21% | i | 1.3
COc1ccc(N=C2NN=C(c3c(C)[nH]c4ccccc34)CS2)cc1 | 1% | -2% | 7% | 0.3 | 66 | 13% | ? | -1% | 3.9% | i | 0.5
CCOC(=O)c1cc(NC(=O)Cc2ccc(S(=O)(=O)N3CCOCC3)s2)cc(C(=O)OCC)c1 | . | . | . | 7.4 | 58 | 3% | 0% | . | . | i | 1.2
O=C1CCC(=O)N1CN(C(=O)c1ccco1)c1ccccc1 | 3% | 0% | 2% | 2.8 | 58 | 6% | -1% | -8% | 2.1% | i | 0.7
CC(=O)NC(Cc1ccccc1)C(=O)NC(Cc1ccccc1)C(=O)O (centres undefined) | -10% | -3% | 3% | -0.9 | 41 | 4% | 0% | 16% | -1.8% | i | 0.4
O=C(COC(=O)c1cccc(-n2cnnn2)c1)c1ccc(F)cc1 | . | . | . | 1.6 | 61 | 2% | -4% | . | . | i | 0.6
COCCNC(=O)CSc1nc2ccc(N3CCOCC3)cc2c(=O)n1CCc1ccccc1 | -2% | -4% | -3% | 4.1 | 85 | 6% | 4% | -8% | 4.9% | i | 0.5
Cn1c(SCC(=O)NCc2ccco2)nnc1-c1ccc(S(=O)(=O)N2CCOCC2)cc1 | -8% | 0% | 6% | -0.5 | 58 | 7% | 10% | 1% | -1.7% | i | 1.5
CNc1nc(C)c(C#N)cc1C(C)=O | -8% | -1% | -4% | -2.0 | 96 | 1% | -5% | -10% | -1.9% | i | 1.0

Screening data (PubChem)

Random draw from the library; overall some 2.4% were active at least once.
